MEKK2wt PB1 HTS = raises or lowers MEK5 binding to wildtype human MEKK2 PB1 domain. 1.1% of 290,000 active. Q9Y2U5. binding response (% of control), % at 10 µM. bead flow cytometry, Alexa488-MEK5 binding to MEKK2 WT; actives lie on both sides; in the data active = binding response below about 67% or above about 130%
VIM-2 inhibitor = inhibitors of Pseudomonas aeruginosa VIM-2 metallo-beta-lactamase | AID 1527 | purified VIM-2, nitrocefin hydrolysis, epi-absorbance fluorescence | inhibition, % at 5.6 µM | 0.89% of 290,000 active;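 active = inhibition above the mean of all tested compounds plus 3 SD, cutoff set per screening run, cut at about 7.5% in these data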;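 note: red hydrolysis product quenches plate fluorescence so inhibitors raise well fluorescence; 0% = enzyme with DMSO and 100% = DMSO without enzyme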
UBC9 SUMO inh = inhibitors of human SUMOylation (UBC9). P63279. AID 2006. HTRF SUMOylation assay, SAE1/SAE2 + UBC9, in vitro. 0.36% of 290,000 active. inhibition, % at 35 µM; in the data active = inhibition above about 50%, passing the limit was not always enough; note: strong numbers were not always called active
Target sequence (P63279 whole entry, looked up): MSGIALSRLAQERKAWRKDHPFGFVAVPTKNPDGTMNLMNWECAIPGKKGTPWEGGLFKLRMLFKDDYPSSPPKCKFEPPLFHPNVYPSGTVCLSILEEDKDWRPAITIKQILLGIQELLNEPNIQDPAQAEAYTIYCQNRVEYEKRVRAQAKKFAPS
DNA FID counter = counter-screen for HCV NS3 helicase inhibitors: DNA intercalator displacement; DNA fluorescent intercalator displacement, fluorescence; inhibition, % at 7.9 µM; 0.17% of 290,000 active; AID 1845; in the data active = inhibition above about 37%;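 note: 0% = vehicle and 100% = reference compound; higher means more ethidium bromide displaced from hairpin DNA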
PfM18AAP inh = blocks P. falciparum M18 aspartyl aminopeptidase | recombinant PfM18AAP, H-Glu-NHMec fluorogenic cleavage | inhibition, % at 7.35 µM | 1.2% of 290,000 active;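 active = inhibition above the campaign mean inhibition over all tested compounds plus 3 SD, cut at about 28% in these data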;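 note: 0% = plate median of test compound wells and 100% = 2 mM ZnCl2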
MEKK2mut PB1 HTS = signal of MEK5 binding to mutant human MEKK2 PB1 domain; bead flow cytometry, Alexa488-MEK5 binding to MEKK2 mutant; AID 1530; percent response, % at 10 µM; 0.35% of 290,000 active; in the data active = percent response above about 24%, passing the limit was not always enough; note: inactives centre near 1; some results filed as inactive read as strong as hits
NS3 helicase inh = blocks Hepatitis C virus NS3 helicase unwinding; NS3 helicase DNA unwinding, Cy5 molecular beacon fluorescence; inhibition, % at 10.9 µM; 0.56% of 290,000 active; AID 1800;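 active = inhibition above the mean of all tested compounds plus 3 SD, set per campaign, cut at about 35% in these data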;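 note: 0% = DMSO wells and 100% = thioflavine S control wells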
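System: Hepatitis C virus NS3 helicase domain fragment enzyme | Reagent: Annealed dual-labelled DNA beacon duplex, ATP-started | Compound dosing: 10.9 µM single point, 0.8% DMSO | Incubation: 1 h reaction at 25 °C, ATP-initiated | Technique: Cy5 fluorescence | Evaluation: Percent inhibition from t60/t0 fluorescence ratio | Benchmarks: Low DMSO, high thioflavine S at 110 µM | Replication: Singlicate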
NALP1 inh = inhibitors of NALP1 inflammasome in yeast; S. cerevisiae NALP1/ASC/caspase-1 growth, X-gal OD620, 72 h; inhibition, % at 10 µM; 0.61% of 280,000 active; in the data active = inhibition mostly above about 24%, no sharp cut-off; inactive = mostly below about 32%; note: some compounds called inactive have numbers as strong as hits
IMP-1 inh = blocks Pseudomonas aeruginosa IMP-1 metallo-beta-lactamase; purified IMP-1, nitrocefin hydrolysis, epi-absorbance fluorescence; 0.45% of 290,000 active; inhibition, % at 5.6 µM;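 active = inhibition above the mean plus 3 SD of all compounds in the same screening run, cut at about 4.5% in these data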;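 note: 0% = IMP-1 with DMSO and 100% = DMSO wells lacking enzyme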
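assay system = purified recombinant IMP-1 metallo-beta-lactamase enzyme | schedule = 15 min preincubation plus 25 min reaction at 25 °C | signal = Epi-absorbance fluorescence, 480 nm excitation, 530 nm emission | read-out basis = percent inhibition from optical density relative to buffer-blank wells | controls = IMP-1 with DMSO as 0%, enzyme-free DMSO as 100%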
* = called active by the depositor; x = not tested or not shown.

Values run as follows: MEKK2mut PB1 HTS	IMP-1 inh	NALP1 inh	MEKK2wt PB1 HTS	PfM18AAP inh	NS3 helicase inh	DNA FID counter	VIM-2 inhibitor	UBC9 SUMO inh
> Cc1ccccc1-c1noc(C(C)NC(=O)c2ccco2)n1 (stereo not drawn)
    4	-2.6	7	105	2	1	-12	-3.4	8
> CCOc1cccc(/C=N/NS(=O)(=O)c2ccc(C)c([N+](=O)[O-])c2)c1O
    0	-3.2	9	104	-3	6	-1	-1.8	16
> Cc1occc1C(=O)n1cnc2ccccc21
    1	-1.7	12	100	-2	-4	2	-2.7	-8
> CCC1CCc2c(sc3nc(SCC(=O)NCc4ccco4)n(-c4ccccc4)c(=O)c23)C1 (stereo not drawn)
    3	-0.6	5	107	-3	1	-4	-1.7	-17
> COc1ccc(C(=O)C2CCCN(Cc3cccn3-c3ccc(Cl)cn3)C2)c(OC)c1 (stereo not drawn)
    6	-3.2	12	114	-3	-44	14	-3.2	2
> CCCN1CCN(CCCNC(=O)c2cc3c(s2)-c2c(C)cccc2OC3)CC1
    12	-1.9	20	133	5	-27	26	1.6	43
> C/C(=N\NC(N)=S)c1ccncc1
    -7	-2.1	x	91	2	-3	-4	-2.6	-16
> CCOC(=O)c1cnc2c([N+](=O)[O-])cnn2c1C
    -4	-2.4	24	100	1	-1	2	-2.9	2
> O=C(Nc1cc(S(=O)(=O)N2CCOCC2)ccc1N1CCOCC1)c1ccc(Cl)nc1
    3	-0.8	x	107	2	4	-11	-1.6	14
> Cc1[nH]n(-c2ccc(C(=O)O)cc2)c(=O)c1CCO
    -2	-3.4	15	102	3	-2	0	-6.4	-3
> O=C(NCC(c1cccs1)N1CCOCC1)c1cc(-c2ccc(F)cc2)nc2ccccc12 (stereo not drawn)
    -3	-1.5	3	94	4	-11	-24	-1.3	10
> CN(C)S(=O)(=O)N(CC(=O)Nc1cccc(F)c1)c1ccccc1
    0	-3.0	14	102	6	-1	-5	-1.4	16
> NC(=O)N/N=C/c1coc2ccc(O)cc2c1=O
    -31	1.6	18	55	66*	-4	1	-0.3	8
> COC(=O)Nc1cc(C)nc2ccccc12
    -13	-4.9	18	95	-1	-4	2	-0.6	-18
> COC(=O)c1cccc(NC(=O)c2onc3c2CCCC3)c1
    1	-1.9	34	106	1	3	-9	-3.3	-6
> O=C(Nc1ncc([N+](=O)[O-])s1)c1ccco1
    -4	-0.7	14	100	-1	1	4	-1.6	12
> Clc1ccc(-c2nnc(-c3ccc(Br)cc3)c(N3CCSCC3)n2)cc1
    -3	-0.6	5	96	0	1	-2	0.1	-4
> COC(=O)c1ccc(NC(C(=O)OC)C(C)C)c([N+](=O)[O-])c1 (stereo not drawn)
    -1	-1.7	26	99	5	-6	-5	-0.9	0
> C/C(=N\NC(=O)c1ccc(CSc2nncn2C)cc1)c1cccs1
    -4	-2.9	4	90	3	2	-13	0.9	6
> C=CCSc1nnc(-c2ccc([N+](=O)[O-])cc2)o1
    -6	-2.3	-10	109	5	14	5	-3.0	-2
> N#Cc1cc(S(=O)(=O)c2ccc(Cl)cc2)c(N)[nH]c1=O
    -3	-1.1	2	100	-4	4	-7	-0.8	0
> COc1ccc(CCNC(=O)c2ccccc2SC)cc1
    -5	-1.4	12	95	3	-3	-8	-1.0	9
> CC(C)(C)n1nnnc1C(c1cc2cc3c(cc2[nH]c1=O)OCCO3)N1CCSCC1 (stereo not drawn)
    -14	-2.6	19	85	9	-2	-13	-2.6	8
> COc1ccc2c(c1)c(=O)oc1c(C)c3occ(C)c3cc12
    x	-0.9	x	x	3	4	-1	-0.1	x
> Cc1cccc(C(=O)Oc2ccc(/C=N/NC(=O)c3ccc(O)cc3)cc2)c1
    0	-2.1	4	99	2	-1	-24	-2.8	2
> O=c1/c(=C/c2ccc([N+](=O)[O-])cc2)sc2n1CCCN=2
    6	-1.4	7	112	28*	-23	17	1.4	-13
> COc1ccccc1N1CCN(C2CC(=O)N(c3ccc(Cl)cc3)C2=O)CC1 (stereo not drawn)
    3	-0.3	14	107	-5	6	-15	-1.2	3
> O=C(NCc1cccnc1)NC1(c2ccccc2)CC1
    2	-3.3	1	101	-9	-4	-1	-4.0	14
> CCn1nc(C)c(Br)c1-c1nc(-c2cccc(C)c2)no1
    -4	-1.3	11	95	-5	-6	-2	-1.8	-3
> Cc1cccc2sc(NS(C)(=O)=O)nc12
    -1	-3.8	2	98	-9	-2	-4	-6.1	7
> COc1cc(C(=O)N/N=C(\C)Cn2nc([N+](=O)[O-])cc2C)ccc1O
    -1	-4.9	17	97	-2	9	-3	-2.7	-6
> Cc1ccc(/C=N/NC(=O)CNC(=O)Cc2ccccc2)o1
    12	-3.7	15	94	-4	-6	-4	-1.5	14
> COc1cc(/C=C2/C(=O)N(c3ccc(Br)cc3)N=C2C)cc(OC)c1OC
    -1	-3.6	11	95	10	-40	-5	-4.9	1
> CC(C)c1ccc(OCC(=O)NC2CCCC2)cc1
    6	-4.0	2	102	-4	8	-31	-1.3	3
> CC(C)N1CCc2c(sc(NC(=O)c3nc4ccccc4s3)c2C(N)=O)C1
    6	-2.7	-22	106	8	-1	8	-1.4	-5
> CCOc1cccc(/C=N/Nc2ccc(S(=O)(=O)N(CC)CC)cn2)c1O
    -2	-1.9	21	93	10	-1	-4	-3.6	-67
> Cn1c(=O)c2c(nc(NCCNC(=O)c3ccco3)n2Cc2ccccc2Cl)n(C)c1=O
    1	-0.6	6	101	8	5	-3	-2.8	32
> CC(=O)N1CCN=C1SCc1ccc(Cl)cc1
    6	-3.8	22	115	2	4	0	-1.9	12
> CN(C)CCOCCP(=O)(c1ccccc1)c1ccccc1
    -6	-3.2	11	98	3	-3	2	-0.2	21
> NC(=O)CSc1ccc(Br)cc1
    0	-2.5	15	95	-11	2	-1	0.8	14
> Cc1c(Cl)cccc1NC(=O)CC1Sc2ccccc2NC1=O (stereo not drawn)
    2	-2.3	15	89	0	-1	-4	-1.5	16
> Cc1nn(-c2ccccc2)c(-c2ccccc2[N+](=O)[O-])c1C(=O)O
    -11	-0.8	14	94	1	7	-1	-2.2	18
> CCCOc1ccc(C(=O)Nc2cccnc2)cc1
    2	-1.5	9	105	1	-1	-8	-1.2	8
> C/C(=N/OC(=O)c1ccc(C)cc1)c1cccs1
    1	-2.3	20	100	-7	-9	-11	-0.3	-9
> CSc1nc(=O)n2cccc(C)c2n1
    -7	-0.9	28	89	-2	-2	1	1.7	8
> COc1ccc(OC)c(Nc2ccc(Nc3cc(OC)ccc3OC)nn2)c1
    3	-1.4	36	104	-7	-25	1	0.2	-16
> Cc1nn(-c2cc(C)c3ccccc3n2)c2c1C1C(C2)C1(C)C (stereo not drawn)
    2	-1.3	-137	100	3	1	-9	-3.3	-12
> CCCCCCN1CC(=O)N2Cc3[nH]c4ccccc4c3C[C@H]2C1=O
    7	-4.2	11	103	0	5	-31	-2.5	3
> Cc1ccc(C(CC(=O)NCc2ccco2)c2ccccc2)c(O)c1 (stereo not drawn)
    5	0.7	19	101	8	-4	-7	-2.6	-10
> CCCCn1c(N)c(N(CC(C)C)C(=O)COC(=O)Cc2c(C)nc3ccccc3c2C)c(=O)[nH]c1=O
    6	-3.6	16	105	-3	6	-13	-1.7	15
> CSc1ccccc1NC(=O)CN(c1cccc(C)c1)S(C)(=O)=O
    -11	-3.2	-24	81	8	6	-10	-4.1	-5
> Cc1ccc(NC(=O)CCNS(=O)(=O)c2ccc(Br)s2)cc1
    -4	1.0	24	101	8	3	-12	1.1	-14
> CCCCn1c(SCC(=O)Nc2cc(C)on2)nnc1-c1ccncc1
    -6	-2.1	17	104	-2	-3	-19	-1.0	-2
> Cc1cccc2cc(-c3nc4c(C)cccn4c3NCc3ccco3)c(=O)[nH]c12
    -2	1.5	6	102	4	-4	-14	-1.8	23
> Cc1nc2c(C#N)cnn2c2c1CCNN2C
    0	-1.9	3	99	2	-4	-5	-0.6	16
> Cn1c(SCC(=O)c2cccs2)nnc1-c1ccco1
    -10	-1.4	15	92	-59	21	-22	1.0	-2
> CCC(OC(=O)c1ccco1)C(=O)NCc1ccco1 (stereo not drawn)
    -9	-4.2	19	86	10	27	-16	-1.6	32
> Cc1cc2c(c(=O)n1Cc1ccco1)C(c1cccnc1)C(C#N)=C(N)O2 (stereo not drawn)
    -3	0.4	-2	100	-9	7	-6	2.2	26
> CCCn1c(-c2cccs2)nc2c1c(=O)[nH]c(=O)n2Cc1ccccc1
    -8	-0.2	-10	87	2	-4	-6	1.9	-9
> Cc1c(C(=O)NC(=S)Nc2cccnc2)cccc1[N+](=O)[O-]
    -1	-2.4	-1	101	8	-4	-11	-1.4	-4
> COc1ccc(Cc2noc(CN3CCN(c4ccc(Cl)cn4)CC3)n2)cc1OC
    -3	-2.8	3	110	2	-8	-35	-2.8	0

Retrieved by structure from the entries so far:
Values run as follows: MEKK2mut PB1 HTS	IMP-1 inh	NALP1 inh	MEKK2wt PB1 HTS	PfM18AAP inh	NS3 helicase inh	DNA FID counter	VIM-2 inhibitor	UBC9 SUMO inh
> COc1ccc(OC)c(Nc2ccc(Nc3cc(OC)ccc3OC)nn2)c1
    3	-1.4	36	104	-7	-25	1	0.2	-16
> Cc1ccc(C(CC(=O)NCc2ccco2)c2ccccc2)c(O)c1 (stereo not drawn)
    5	0.7	19	101	8	-4	-7	-2.6	-10

Rows are unselected; 4.7% or so of the library scored in one or more.
